HRas wt GTP bind: human HRas wildtype GTP binding, change in either direction; GST-Ras wt beads, Bodipy-FL-GTP binding, flow cytometry; actives lie on both sides; actives 0.14% (n = 190,000); GTP binding activity, % at 10 µM; P01112;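 active = GTP binding activity at least 20% away from the 100% baseline, either lowered as inhibitor or raised as activator; inconclusive = flagged as likely green fluorescent, judged across all proteins in the well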;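 also: 0% = unlabeled GTP competition control and 100% = no-compound control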
Target sequence (P01112 whole entry, looked up): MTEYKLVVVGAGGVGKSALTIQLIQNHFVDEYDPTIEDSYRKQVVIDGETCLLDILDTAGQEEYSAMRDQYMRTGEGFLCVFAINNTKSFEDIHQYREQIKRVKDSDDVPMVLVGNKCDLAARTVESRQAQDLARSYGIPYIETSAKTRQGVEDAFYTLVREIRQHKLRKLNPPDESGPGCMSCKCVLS
Pf gamet viab: P. falciparum stage V gametocyte viability inhibition; P. falciparum stage V gametocytes, ATP luminescence, 24 h; actives 0.065% (n = 150,000); inhibition, % at 10.9 µM; AID 743093;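 active = inhibition above the mean plus 3 SD of compounds within the control limits, set per campaign, cut at about 38% in these data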;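 also: 0% = DMSO wells and 100% = medium only without gametocytes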
Rac1 act GTP bind: modulators of GTP binding to human Rac1 activated mutant; GST-Rac1 activated beads, fluorescent GTP binding, flow cytometry; actives lie on both sides; 100% means binding = to untreated wells; P63000; percent activity (GTP binding), % at 10 µM; actives 0.11% (n = 190,000);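 active = GTP binding at least 20 percentage points away from the 100% baseline, in either direction, so actives lie on both sides; inconclusive = Compound likely fluorescent itself, or too few beads counted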
Cdc42 wt: changes GTP binding to wildtype human Cdc42; P60953; GST-Cdc42 beads, Bodipy-GTP binding, flow cytometry; actives lie on both sides; percent activity (GTP binding), % at 10 µM; actives 0.2% (n = 190,000); AID 761;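 active = percent activity GTP binding at least 20 points away from the 100% baseline, either down as inhibitor or up as activator; inconclusive = compound flagged as likely green fluorescent from well-wide comparison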;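 also: median bead fluorescence of bound Bodipy-FL-GTP at 100 nM; 0% = excess unlabeled GTP control and 100% = no compound control; below 100% means less GTP binding so inhibitor and above means activator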
Target sequence (P60953 whole entry, looked up): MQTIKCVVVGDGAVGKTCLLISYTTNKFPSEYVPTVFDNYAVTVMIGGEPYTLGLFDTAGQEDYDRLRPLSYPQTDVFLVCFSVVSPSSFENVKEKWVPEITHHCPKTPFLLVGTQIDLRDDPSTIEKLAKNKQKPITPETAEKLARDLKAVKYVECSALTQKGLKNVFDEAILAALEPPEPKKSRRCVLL
Rab2A wt mod: changes GTP binding to wildtype dog Rab2A, up or down; GST-Rab2 wt beads, Bodipy-GTP binding, flow cytometry; GTP binding activity, % at 10 µM; actives 0.19% (n = 190,000); AID 760;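 active = GTP binding activity at least 20 points away from 100%, either lowered or raised; inconclusive = signal likely due to the compound's own green fluorescence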;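 also: 0% = beads with excess unlabeled GTP and 100% = no-compound control corrected for plate trend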
Mcl-1 Bim block: disrupts Bim peptide binding to human Mcl-1; Q07820; Bead-based flow cytometry, Bim peptide-Mcl-1 binding; inhibition, % at 10 µM; actives 0.1% (n = 190,000); AID 1009; in the data active = inhibition above about 40%;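 also: 0% = no compound tracer wells and 100% = peptide blocker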
Target sequence (Q07820 whole entry, looked up): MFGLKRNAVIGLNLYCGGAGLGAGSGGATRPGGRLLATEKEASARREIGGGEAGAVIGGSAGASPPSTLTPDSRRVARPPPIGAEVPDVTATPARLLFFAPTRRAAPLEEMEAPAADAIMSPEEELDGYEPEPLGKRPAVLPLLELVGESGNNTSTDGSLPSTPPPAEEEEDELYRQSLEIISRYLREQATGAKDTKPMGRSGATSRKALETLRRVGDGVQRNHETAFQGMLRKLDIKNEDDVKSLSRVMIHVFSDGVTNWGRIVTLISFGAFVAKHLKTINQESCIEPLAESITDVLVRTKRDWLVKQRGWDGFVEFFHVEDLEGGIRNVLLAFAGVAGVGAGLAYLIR
Rac1 wt GTP bind: modulators of human Rac1 wildtype GTP binding | P63000 | GST-Rac1 beads, fluorescent GTP binding, flow cytometry; actives lie on both sides; 0 = cold GTP competed, 100 = untreated | GTP binding activity (% of control), % at 10 µM | actives 0.27% (n = 190,000);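 active = GTP binding activity at least 20 points away from the 100% control level, either lower or higher; inconclusive = compound flagged as likely green fluorescent, judged across all proteins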
Mcl1-Bid inh: Mcl-1/Bid interaction inhibition | actives 0.97% (n = 220,000) | Q07820 | TR-FRET Mcl-1/Bid-Dy647 peptide binding, 1536-well | inhibition, % at 21.7 µM;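 active = compounds that cut the binding signal by more than half at the single screening dose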;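 also: His-tagged Mcl-1 with europium anti-His antibody binding Bid BH3 peptide; 0% = Mcl-1 plus peptide wells and 100% = peptide-only wells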
Rab7 wt GTP bind: modulators of GTP binding to dog Rab7 wildtype GTPase; GST-Rab7 beads, fluorescent GTP binding, flow cytometry; actives lie on both sides; untreated = 100%, excess cold GTP = 0%; GTP binding activity (percent of control), % at 10 µM; actives 0.055% (n = 190,000); AID 758;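 active = fluorescent GTP binding to Rab7 beads changed by at least 20 points from the 100% baseline, either direction, mostly lower; inconclusive = compound itself probably fluorescent, or too few beads counted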;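 also: median green fluorescence of bound Bodipy-FL-GTP per Rab7 bead population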
Avidin bead fluor: compound fluoresces at 488/530 nm on avidin beads; fluorescence (KMESF) at 10 µM; actives 0.38% (n = 220,000); compound fluorescence 488/530 nm, flow cytometry; hits give high values; in the data active = fluorescence above about 47; also: inactives centre near 10
Mcl1-Noxa inh: disrupts binding of human Mcl-1 to Noxa peptide. inhibition, % at 21.7 µM. AID 1022. TR-FRET Mcl-1/Noxa peptide binding, 2 h. Q07820. actives 1.5% (n = 220,000);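 active = compounds that cut the protein-peptide binding signal by more than 50% relative to plate controls in a single-dose test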;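 also: His-tagged Mcl-1 with rhodamine Noxa BH3 peptide and terbium anti-His antibody; 0% = Mcl-1 plus Noxa peptide wells and 100% = peptide-only wells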
Numbers without * were called inactive; ? = inconclusive; · = not tested or not shown.

Molecule	Mcl1-Noxa inh	Cdc42 wt	Rab7 wt GTP bind	Rab2A wt mod	HRas wt GTP bind	Mcl1-Bid inh	Mcl-1 Bim block	Avidin bead fluor	Rac1 act GTP bind	Pf gamet viab	Rac1 wt GTP bind
CCCCCCCCNC(=O)c1cccnc1SCC(=O)Nc1ccc(OC)cc1OC	22	96	96	93	97	-3	20	15	96	6	98
Cc1ccc(C(=O)CN(C(=O)c2ccc(Cl)c(Cl)c2)N2C(=O)C3C4C=CC(C4)C3C2=O)cc1 (centres undefined)	·	92	93	91	92	80*	-3	11	91	-20	89
CCOC(=O)COc1ccc(Br)cc1/C=C/c1[nH]c(=O)[nH]c(=O)c1[N+](=O)[O-]	11	83	100	92	89	-27	-2	8	88	7	83
CCOc1ccc2[nH]c(=O)c(CN(Cc3ccco3)C(=O)c3cccc(F)c3)cc2c1	9	93	97	91	94	3	-2	7	90	·	91
O=C(Oc1ccccc1N1C(=O)C2CC=CCC2C1=O)c1ccc(Br)cc1 (centres undefined)	-5	101	101	99	99	-32	-13	13	99	-5	104
O=C(NCc1nc2ccccc2[nH]1)C1=C[C@H](C2CC2)C[C@H](OCCCCO)O1	-213	98	103	99	98	-14	1	5	97	-3	97
COc1ccc2[nH]c3c(=O)n(Cc4ccc(C(=O)N5CCCC5)cc4)c(=S)[nH]c3c2c1	78*	94	94	90	91	-34	0	7	93	-14	100
O=c1[nH]c(N/N=C/c2ccccc2Br)nnc1-c1ccccc1	-11	101	97	97	98	-8	-8	4	96	·	104
CS(=O)Cc1cc(Oc2ccccc2)nc(-c2ccncc2)n1 (centres undefined)	-19	100	95	100	97	0	1	14	98	-43	100
Cc1cc(C)c(C#N)c(SCc2ccccc2F)n1	2	95	90	93	93	-24	0	11	95	6	97
Cc1nnsc1NC(=O)OCc1ccccc1Cl	-18	100	96	101	98	4	3	6	97	·	98
CC(=O)Oc1ccc(-c2cccc(C(=O)OCC(=O)N(C)c3ccccc3)c2)cc1	1	96	98	97	97	20	-3	20	97	·	98
CC(C)C(=O)N1CCN(c2ccc(NC(=O)c3ccc(Br)o3)cc2)CC1	8	102	99	102	102	-62	-5	12	98	·	100
CCOC(=O)c1c(N)nn(C(=O)C(C)C)c1-c1ccccc1	-12	96	99	96	98	14	2	18	95	·	99
Cc1ccc(-n2c(Cc3cccn3C)nnc2SCC(=O)Nc2ccc3c(c2)OCO3)cc1	6	96	96	93	94	-26	-1	8	95	·	93
COc1ccc(-c2cc(C(=O)OCC(=O)NC(C)C)c3ccccc3n2)cc1	12	101	95	94	96	9	0	9	96	-9	96
CCOC(=O)/C(C#N)=C/NC(=O)NC(C)(C)C	-2	94	90	94	90	-11	8	4	95	11	92
CCNS(=O)(=O)c1ccc(NC(=O)Cn2nc(C(F)(F)F)cc2C)cc1	-3	97	95	93	96	-12	-1	7	94	·	99
CC1CCCCN1CC(=O)c1c(N)n(Cc2ccccc2)c(=O)n(C)c1=O (centres undefined)	26	97	94	95	97	-4	-5	19	95	9	96
O=C(Cn1nnc2c(cnn2-c2ccccc2)c1=O)N1CCN(c2ccccc2F)CC1	10	100	103	99	102	-8	0	7	99	·	104
COc1ccc(/C=N/Nc2snc(SC)c2C#N)cc1OC	67*	102	101	104	100	19	0	18	100	·	102
COc1ccc(N2C(=O)CSC23C(=O)Nc2ccccc23)cc1 (centres undefined)	5	102	104	103	102	-5	-4	7	99	·	104
CCCCNC(=O)CC1N=C2c3ccccc3N=C(SCC(=O)Nc3ccc(OC)cc3)N2C1=O (centres undefined)	15	103	105	101	101	5	3	4	100	·	104
Cc1ccccc1CSc1n[nH]c(NS(=O)(=O)c2ccccc2)n1	-13	97	99	100	100	-6	0	9	98	·	99
O=C(NCc1ccccc1)c1ccc2c(=O)[nH]c3c(C(=O)NCC4CCCO4)sc(=S)n3c2c1 (centres undefined)	64*	89	97	92	91	-35	0	11	90	4	90
CN1CCN(S(=O)(=O)c2ccc(NC(=O)c3cccs3)cc2)CC1	-1	100	96	98	100	-13	1	9	97	·	101
COC(=O)c1ccc(NC(=O)CSc2nnc(-c3ccncc3)n2C)cc1	19	101	100	100	101	-17	-1	10	99	15	103
COc1ccc(NC(=O)CN(Cc2ccccc2)Cc2ccccc2)cc1S(N)(=O)=O	6	95	101	98	98	-10	-4	20	98	14	98
Cc1cc(C)c(S(=O)(=O)N2CCCCC2C(=O)O)c(C)c1 (centres undefined)	1	94	98	93	96	-7	1	10	93	2	95
Cc1ccc(C)n1-c1ccc(N2CCOCC2)c(Br)c1	6	98	101	98	100	-18	-3	10	98	·	99
O=c1c2cc(N3CCOCC3)ccc2[nH]c(=S)n1Cc1cccc(Cl)c1	25	99	94	94	98	-23	-3	36	94	5	96
CCOC(=O)C1=C(c2ccccc2)NC(=O)N(C(C)=O)C1c1cccc([N+](=O)[O-])c1 (centres undefined)	10	97	94	95	93	4	0	4	95	-1	96
COCCn1c(SCc2c(F)cccc2Cl)nc2c1c(=O)[nH]c(=O)n2C	-2	105	99	101	100	0	-2	6	99	1	103
COc1ccc(C(=O)/C=C/Nc2cc(C)on2)c(OC)c1	8	98	100	100	100	-16	7	24	98	-13	103
CCCSCCCNC(=O)CC1Oc2ccccc2NC1=O (centres undefined)	3	101	98	100	100	-28	0	6	99	·	101
COc1ccccc1/C=N\N=C(\N)c1ccccn1	12	98	97	99	99	-18	-1	4	103	19	105
CC(C)CC1NC2(C(=O)N(C)c3ccccc32)C2C(=O)N(C(C)C)C(=O)C12 (centres undefined)	-9	104	101	102	103	4	1	16	101	·	106
CC(=O)NCCOc1nc(N(C)C)nc(N2CCOCC2)n1	2	101	99	101	102	-12	-2	5	100	·	103
Cc1cc(=O)[nH]c(-c2ccccc2)n1	-10	105	103	102	103	-2	0	9	101	·	104
CS(=O)(=O)Cc1cc(N2CCCC2)nc(-c2ccccc2)n1	13	94	92	95	95	-9	0	12	95	34	96
C/C(=N\NC(=O)CC(C)C)c1ccc(Cl)c(Cl)c1	4	96	94	94	94	-2	0	31	94	·	94
CC(c1ccccc1F)n1cc(C(=O)NCCCc2nc3ccccc3[nH]2)nn1 (centres undefined)	-9	98	95	95	93	-21	0	10	95	·	101
O=C1/C(=C/c2cccnc2)SC(=NCc2ccccc2)N1Cc1ccccc1	-7	98	103	98	97	4	1	·	97	10	99
COn1c2c(c3c4no[n+]([O-])c4ccc31)CCCC2	17	103	101	101	103	-17	-4	11	98	·	100
COc1ccc(C(=O)O/N=C/c2c(C(F)(F)F)nn(C)c2SCc2ccccc2Cl)cc1	-6	97	100	100	99	10	0	11	96	9	99
CCCCC1(C)OC(=O)C(=Cc2ccc(SC)cc2)C(=O)O1 (centres undefined)	1	90	105	93	92	-12	-1	8	93	·	90
CCOC(=O)c1cnn(CCOC(=O)Cc2cccs2)c1NC(=O)Cc1cccs1	17	103	99	102	104	-24	1	15	101	·	103
Cc1ccc(NC(=O)COC(=O)C2(c3ccc(Cl)cc3)CCCC2)cc1	14	101	100	98	100	6	0	7	101	-7	104
CCCCCCn1c(-c2cccs2)n[nH]c1=S	28	?	?	?	?	-31	-3	10	?	-18	?
CCCCN1CN(Cc2ccccc2)CNC1=S	5	105	97	102	104	-40	-3	16	101	-14	105

Further entries follow:
Molecule	Mcl1-Noxa inh	Cdc42 wt	Rab7 wt GTP bind	Rab2A wt mod	HRas wt GTP bind	Mcl1-Bid inh	Mcl-1 Bim block	Avidin bead fluor	Rac1 act GTP bind	Pf gamet viab	Rac1 wt GTP bind
O=C(N/N=C1/SCC(=O)N1Cc1ccco1)c1ccccc1F	0	98	96	97	94	-12	-3	12	96	-11	96
Cc1ccc(NC(=S)Nc2ccc(C(C)C)cc2)cc1S(=O)(=O)N1CCCCCC1	11	98	99	100	101	-60	-7	5	103	16	106
O=C(O)C1CCN(S(=O)(=O)c2ccc3c(c2)OCCCO3)CC1	9	93	94	93	95	-5	1	11	96	-4	102
COc1ccc(-c2cc(C(F)(F)F)c(C#N)c(SCC(=O)Nc3nc(C)co3)n2)cc1	-4	98	94	94	96	25	-2	39	95	·	95
Nc1c(C(=O)C2CC2)sc2nc3c(cc12)CCC3	7	100	100	99	97	-61	1	10	100	-11	99
O=C(CCS(=O)(=O)c1ccc(Cl)cc1)Oc1ccc2c(c1)OCO2	9	93	93	92	93	-16	-1	29	90	4	95
CCCOC(=O)c1c(NC(=O)CCCn2nc([N+](=O)[O-])cc2C)sc(C(=O)OC)c1C	-12	101	96	99	98	-4	-1	12	96	-7	105
COc1ccccc1N1CCN(C(=O)CN(CCc2ccccc2)S(C)(=O)=O)CC1	-2	102	103	103	104	-21	1	20	100	·	100
Cc1nnc2ccc(-c3ccc(NC(=O)c4ccc(Cl)nc4)cc3)nn12	8	102	102	102	99	-51	-1	8	99	·	100
CCn1cc(CN2CCc3c([nH]c4ccccc34)C2c2cccc(O)c2)c(C)n1 (centres undefined)	21	97	99	98	97	-46	1	10	98	-8	100
CCN(CC)CC#CCC(O)(c1ccccc1)C1CCCC1 (centres undefined)	30	104	102	99	99	5	-8	7	99	-6	101
CSCCC(NC(=O)c1cccc(C)c1)C(=O)O (centres undefined)	6	91	106	95	97	-46	-2	15	92	9	101
Oc1ccc(Nc2nc(N3CCCC3)c3ccccc3n2)cc1	39	100	99	99	98	6	16	4	100	·	100
COc1ccc(-c2noc(CN(C)C3CCOCC3)n2)cc1	13	101	107	99	102	-28	25	14	98	5	104
CC(C)OCC(O)CN (centres undefined)	10	106	101	104	103	11	-2	5	98	·	105
Cc1nc2c3cc(F)ccc3n(CCN3CCCCC3)c2s1	14	100	102	100	100	-39	-1	6	100	·	98
COCCNC(=O)C(=O)NCCN1CCNCC1	-4	97	98	99	97	2	-2	9	97	1	101

Two successive records out of the list so far, for reference:
Molecule	Mcl1-Noxa inh	Cdc42 wt	Rab7 wt GTP bind	Rab2A wt mod	HRas wt GTP bind	Mcl1-Bid inh	Mcl-1 Bim block	Avidin bead fluor	Rac1 act GTP bind	Pf gamet viab	Rac1 wt GTP bind
O=C(N/N=C1/SCC(=O)N1Cc1ccco1)c1ccccc1F	0	98	96	97	94	-12	-3	12	96	-11	96
Cc1ccc(NC(=S)Nc2ccc(C(C)C)cc2)cc1S(=O)(=O)N1CCCCCC1	11	98	99	100	101	-60	-7	5	103	16	106

From PubChem BioAssay
